GRP78 ERSR act = qHTS for Inducers of the Endoplasmic Reticulum Stress Response (ERSR) in Human Glioma: qHTS | U87-MG GRP78 promoter luciferase reporter, 16 h | Potency, µM, for the others: at the highest dose activation, most hits filed as activators | 420,000 compounds, 0.02% hits | AID 602332, 2012; note: potency is the fitted concentration of half-maximal effect; series mostly up to about 76 µM; % of control where 0% means no effect; nearly all actives have a fitted effect of over 35% in size
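ERSR induction read as luciferase luminescence (Bright-Glo, 10 min at room temperature) in stably transfected human U87-MG glioma cells exposed to compounds for 16 h, using GRP78 as sensor.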
ERG Ets-DNA blk = qHTS for Small Molecule Inhibitors of the ERG Ets/DNA interaction. Transcriptional regulator ERG (Homo sapiens), P11308. fluorescence polarization, His-ERG Ets domain / labelled DNA. Potency, µM (highest dose often 76.9 µM), inactives show at the highest dose FP activity, negative = inhibition, usual class: inhibitors. 370,000 compounds, 0.028% hits. AID 624246, 2012; active = well fitted inhibition curve with a large enough effect in the polarisation, with a control signal flat; inconclusive = small, poorly fitted or top-dose-only effect, or effect the other way, or a change in a side signal; inactive = no such curve, though single readings can be large or run the other way; the % refers to the polarisation;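 note: polarization taken with two DNA probes labelled with fluorescein and Texas red; potency is the fitted concentration of half-maximal effect; % of control where 0% means no effect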
Target sequence (P11308 whole entry, looked up, the tested form may be a part): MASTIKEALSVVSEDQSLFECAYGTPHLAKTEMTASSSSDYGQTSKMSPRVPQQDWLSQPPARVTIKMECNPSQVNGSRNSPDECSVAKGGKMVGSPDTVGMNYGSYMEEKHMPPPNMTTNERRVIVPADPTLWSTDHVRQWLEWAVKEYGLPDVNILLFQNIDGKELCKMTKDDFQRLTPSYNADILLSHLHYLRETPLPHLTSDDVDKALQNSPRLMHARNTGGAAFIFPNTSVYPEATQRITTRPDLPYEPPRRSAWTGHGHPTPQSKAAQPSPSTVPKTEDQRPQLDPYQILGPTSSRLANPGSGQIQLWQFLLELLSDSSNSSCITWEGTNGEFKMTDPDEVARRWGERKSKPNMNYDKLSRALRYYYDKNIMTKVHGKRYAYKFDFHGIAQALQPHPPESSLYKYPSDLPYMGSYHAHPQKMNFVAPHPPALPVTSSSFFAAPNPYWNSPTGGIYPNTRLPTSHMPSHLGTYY
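His-tagged ERG Ets domain (1 uM in the protein solution; 300mM KCl, 50mM Tris-HCl, 1mM EDTA, 1mM DTT, pH 7.5) received compound, then a probe mix of 5 nM fluorescein-DNA and 100nM Texas-615-DNA. Fluorescence polarization was read for both dyes.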
LDHA block = qHTS assay for inhibitors of human lactate dehydrogenase. L-lactate dehydrogenase A chain (Homo sapiens), P00338. AID 1347041, 2019. activity change, % (values are at about 110 or 230 µM). purified LDHA, NADH/diaphorase-resazurin fluorescence; stronger effect = lower value. 480,000 compounds, 0.15% hits; in the data active = activity change below about -30%; inconclusive = mostly about -25% to -30%;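 note: plate controls were DMSO wells for no effect and wells without enzyme for full effect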
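Remaining NADH was detected by diaphorase (0.133 mg/mL) converting 37 µM resazurin to fluorescent resorufin, read at 0 and 20 minutes. The preceding 5-minute room-temperature reaction used 2 nM LDHA, 0.2 mM sodium pyruvate and 0.06 mM NADH at pH 7.4.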
D2 antag = HTS Assay for Allosteric Antagonists of the Human D2 Dopamine Receptor: Primary Screen for Antagonists | D(2) dopamine receptor (Homo sapiens), P14416 | HEK293 TREx D2 cells, calcium flux, dopamine EC80 | inhibition, % at 10 µM | 340,000 compounds, 2% hits | AID 485344, 2010; in the data active = inhibition above about 30%; note: 0% is about no effect
Target sequence (P14416 whole entry, looked up): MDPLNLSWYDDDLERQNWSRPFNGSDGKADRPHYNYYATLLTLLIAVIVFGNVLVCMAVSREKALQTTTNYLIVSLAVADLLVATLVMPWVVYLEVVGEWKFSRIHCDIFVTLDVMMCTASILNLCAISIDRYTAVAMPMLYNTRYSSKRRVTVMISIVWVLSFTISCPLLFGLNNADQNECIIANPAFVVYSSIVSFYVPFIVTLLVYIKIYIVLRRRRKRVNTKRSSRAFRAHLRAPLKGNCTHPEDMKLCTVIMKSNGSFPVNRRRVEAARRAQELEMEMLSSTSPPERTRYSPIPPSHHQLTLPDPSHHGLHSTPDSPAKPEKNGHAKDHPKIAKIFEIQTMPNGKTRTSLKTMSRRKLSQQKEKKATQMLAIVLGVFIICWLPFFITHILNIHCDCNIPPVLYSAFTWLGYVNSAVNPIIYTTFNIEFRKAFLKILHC
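Measurement of antagonist activity uses fluorescent calcium dye in inducible HEK293 T-REx D2 cells: 10 s baseline, compound addition with 180 s read, EC80 dopamine addition with a further 180 s read.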
Vif-A3F inh = qHTS for Inhibitors of Vif-A3F Interactions: qHTS; Potency, µM (doses to about 46.1 µM), for the others: at the highest dose activity, negative = active; HeLa A3F-eYFP + Vif (tagged APOBEC3F with the HIV-1 protein that degrades it), YFP fluorescence increase; 390,000 compounds, 0.2% hits; note: potency is the fitted concentration of half-maximal effect; % of control where 0% means no effect; nearly all actives have a fitted effect of over 65% in size
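Fluorescence increase (Ex 488/Em 500-530) after overnight compound treatment at 37 deg C flags inhibition of Vif-driven A3F-eYFP loss in stable HeLa A3F-eYFP/Vif cells seeded overnight beforehand.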
D2 agonist = HTS Assay for Allosteric Agonists of the Human D2 Dopamine Receptor: Primary Screen for Agonists; D(2) dopamine receptor (Homo sapiens), P14416; HEK293 T-REx D2 cells, calcium flux agonist mode; activation, % at 2 µM; 340,000 compounds, 0.53% hits; AID 485358, 2010;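 active = activation over 3 SD above normal in the single-dose calcium agonist read, cut at about 30% in these data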; note: 0% is about no effect
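In this primary screen, compounds producing a positive calcium signal within 180 s of addition to tetracycline-induced, force-coupled HEK293 Trex D2 cells are flagged; cells are dye-loaded with a no-wash calcium kit beforehand.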
Vif-APOBEC3G blk = qHTS for Inhibitors of Vif-A3G Interactions: qHTS. DNA dC->dU-editing enzyme APOBEC-3G (Homo sapiens), Q9HC16. HeLa A3G-eYFP + Vif (tagged APOBEC3G with the HIV-1 protein that degrades it), YFP fluorescence, overnight. Potency, µM (top dose mostly 46.1 µM), for the others: at the highest dose activity, negative = active, actives largely listed as inhibitors. 410,000 compounds, 0.076% hits. AID 602310, 2012;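 note: potency is the fitted concentration of half-maximal effect; % is set by controls: 0 for no effect and ±100 for the full control effect; nearly all actives have a fitted effect of over 60% in size; hits raise eYFP signal because A3G escapes Vif-driven loss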
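HeLa cells stably expressing Vif and C-terminally eYFP-tagged A3G, seeded overnight at 37 deg C, then exposed to compound by pintool overnight at 37 deg C. Rise in yellow fluorescence (Ex 488/Em 500-530, Acumen) marks blocked Vif-driven A3G degradation.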
ALOX12 inh = Primary qHTS assay for inhibitors of human arachidonate 12S-lipoxygenase (ALOX12): Round 2 | purified 12hLO, xylenol orange hydroperoxide absorbance | Potency, µM (top dose mostly 108 µM), for the others: at the top dose activity change, negative = inhibition, usual class: inhibitors | 580,000 compounds, 1.1% hits; note: potency is the fitted concentration of half-maximal effect; % is set by controls: 0 for no effect and ±100 for the full control effect
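Purified human 12hLO (150 nM final) in 25 mM Hepes, 0.01% Triton X-100, pH 7.0 was preincubated 15 min at room temperature with compound. Then 40 uM arachidonic acid was added, 30 min. Hydroperoxide was read by Fe-XO absorbance ratio 573/405 nm.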
RGS4 inhibitor = Inhibitors of Regulator of G Protein Signaling (RGS) 4: qHTS; Regulator of G-protein signaling 4 (Homo sapiens), P49798; Transcreener GDP fluorescence polarization, RGS4-accelerated GTP hydrolysis; Potency, µM (highest dose often 114 µM), for inactives: at the highest dose activity change, negative = inhibition, actives largely listed as inhibitors; 390,000 compounds, 0.039% hits; note: potency is the fitted concentration of half-maximal effect; % is set by controls: 0 for no effect and ±100 for the full control effect; nearly all actives have a fitted effect of over 75% in size; some results filed as inactive show a strong effect at the top dose
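MLSMR compounds (23 nl, pin-transferred) preincubated 10 min at room temperature with a 500nM (2x) first reagent, then RGS4 at 900nM (2x) plus Transcreener GDP mix added; fluorescence polarization (620/688 nm) read before and after 90 min at 30 °C.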
Active calls of the source: *; ? = inconclusive; . = no result given; & = joins results of further samples; [ ] = remark or other dose. Unless noted, calls come from the whole dose curve; as a rule, active = well fitted curve in the direction sought with a large enough effect; inconclusive = small, poorly fitted or top-dose-only effect, or another doubt; inactive = no such curve, though single readings can be large; an effect the other way counts as inactive or inconclusive. The list is partial (hit frequency here may not be typical).

SMILES	GRP78 ERSR act	ERG Ets-DNA blk	LDHA block	D2 antag	Vif-A3F inh	D2 agonist	Vif-APOBEC3G blk	ALOX12 inh	RGS4 inhibitor
CCOc1cc(C(=O)N2CCn3c4c(c5cc(C)ccc53)CCCC42)cc(OCC)c1OCC (configuration not stated)	-2.4%	3.4%	-0.9	.	1.4%	0.1	-1.4%	-23.8%	-30.2%
COc1ccc(NC(=O)C2CCN(C(=O)NCc3ccccc3)CC2)cc1	-3.2%	-8.6%	-20.0	16.6	-9.8%	-0.6	0.2%	-18.9%	36.1%
Cc1c(N=Nc2ccc(O)cc2)c(=O)n(-c2ccccc2)n1C	2.9%	-10.0%	-3.3	-5.1	12.3%	-0.3	1.0%	7.7%	-1.5%
CC1(C)Cc2ccccc2C2=NNC(=O)C2=N1	-13.0%	-10.8%	56.7	1.3	-0.2%	-2.1	-5.9%	-23.2%	-10.4%
Cc1ccc(C(=O)OCC(=O)Nc2ccc3[nH]c(=O)[nH]c3c2)cc1[N+](=O)[O-]	-3.4%	3.7%	-1.9	8.4	2.3%	1.3	-0.5%	-14.2%	-26.3%
Cc1ccc(C)c(OCCC(=O)OCC(=O)Nc2ccc(Cl)cn2)c1	2.8%	-2.2%	-10.3	-18.3	?	-0.4	1.0%	-14.4%	5.4%
O=C(NCCc1ccccc1)c1ccc(=O)oc1	-6.0%	-11.0%	-6.8	28.6	-0.6%	2.0	4.1%	0.2%	5.4%
C=CCN1C(=O)C(=O)N(CC(=O)c2ccc3c(c2)CCCC3)C1=O	0.9%	7.1%	-2.3	-2.0	1.3%	-0.6	1.6%	-0.1%	12.6%
Cc1ccccc1NC(=O)N1CCN(S(=O)(=O)c2ccccc2)CC1	-5.1%	0.3%	-6.8	-4.2	0.8%	-2.0	-2.0%	7.7%	?
COc1ccccc1OCC(=O)NNC(=O)C1CCN(c2ncnc3sc(C)c(C)c23)CC1	-5.5%	13.3%	-3.8	-3.9	-4.1%	-0.1	0.6%	-4.7%	-3.1%
CCOC(=O)c1nc2ccccc2c(C)c1C	-1.9%	-0.6%	-8.6	5.3	4.8%	0.9	-0.3%	-16.6%	20.6%
O=C(N/N=C/c1cccc([N+](=O)[O-])c1)c1cccc(Br)c1	5.0%	1.4%	-2.4	6.9	0.4%	-0.4	0.8%	-0.6%	-28.7%[11.4 µM]
O=C(COc1cccc(C(F)(F)F)c1)Nc1ccc(S(=O)(=O)N2CCCC2)cc1	-4.3%	10.2%	2.3	.	-8.2%	.	-0.7%	10.2%	1.6%
COc1ccc(N2CC(C(=O)Nc3ccc(S(=O)(=O)N4CCOCC4)cc3)CC2=O)cc1 (configuration not stated)	-2.3%	-2.0%	-4.3	-20.1	2.5%	0.2	-4.3%	?	-18.5%
Cc1ccc(F)cc1NC(=O)Cn1c(C)cc(C)c(C#N)c1=O	-2.0%	2.4%	0.8	.	-2.4%	-4.1	3.6%	0.0%	-16.1%
CN1C(=S)SC(/[N+]([O-])=C\c2ccco2)C1(C)C (configuration not stated)	-3.0%	-21.7%	-0.8	6.5	-6.1%	-0.2	0.3%	-32.6%	-16.2%
O=C(Cn1c(=O)c2ccccc2n(CC(=O)N2CCCCC2)c1=O)N1CCCCC1	-2.9%	-0.4%	-4.4	0.4	-5.1%	-0.2	-2.1%	-5.1%	1.2%
CC(CCc1ccccc1)NC(=O)COC(=O)C1CCC(C(C)(C)C)CC1 (configuration not stated)	-2.0%	-18.3%	1.2	-7.7	-5.4%	0.3	-1.4%	16.2%	-18.5%
CCC(=O)Nc1ccc(Cl)c(NC(=O)c2c(OC)cccc2OC)c1	-1.2%	-0.9%	0.0	4.3	6.1%	0.0	-1.4%	-11.4%	-7.3%
CCc1nc(C)c(C#N)c2cc(OC)c(OC)cc12	-0.9%	3.6%	-1.3	-10.0	4.5%	0.7	-1.3%	-23.0%	11.9%
COc1ccc(C2/C(=C(/O)c3ccc(Br)cc3)C(=O)C(=O)N2C)cc1OC (configuration not stated)	0.5%	3.2%	2.6	-5.0	3.1%	1.3	-4.0%	-15.3%	4.0%
O=C1Nc2ccccc2C(=O)N2[C@H](c3ccc(F)cc3)[C@@H]3C(=O)N(Cc4ccccc4)C(=O)[C@@H]3[C@H]12	-4.3%	3.4%	-6.0	-20.1	1.7%	1.3	1.5%	11.8%	-17.8%
COc1ccc(C)cc1NC(=O)NCCC1=CCCCC1	-1.4%	-4.1%	-1.6	85.8*	-2.5%	-0.6	3.1%	5.0%	10.3%
CCOc1ccc(S(=O)(=O)NCCc2c(C)[nH]c3c(Cl)cccc23)cc1C	1.7%	0.1%	1.3	.	-15.1%	-0.1	-29.0%	?	-18.2%
Cc1ccc(C(=O)NC(C)c2ccc(-n3ccnc3)cc2)o1 (configuration not stated)	-0.5%	-0.6%	-5.0	20.9	-0.2%	0.3	-4.1%	25.1%	2.5%
COc1ccc(CCNC(=O)c2c(O)nc3cc(C)ccn3c2=O)cc1OC	-2.5%	1.0%	-0.1	.	1.8%	-0.5	-0.2%	-20.2%	-9.2%
Cc1ccccc1NC(=O)C1CCN(C(=O)N2CCOc3ccccc32)CC1	-2.1%	-11.4%	-5.8&-2.0	4.5	1.1%	0.3	-0.6%	?	-1.7%
COc1cccc(/C=N/n2c(-c3ccco3)nc3ccccc3c2=O)c1	-1.1%	6.9%	7.0	-2.7	-15.1%	2.8	-3.4%	-15.8%	-7.5%
COCCNC(=O)CNS(=O)(=O)c1ccc2nc(C)sc2c1	-3.1%	-6.2%	-4.9	-6.6	3.2%	0.4	-0.6%	27.0%	36.3%
Cc1cn([C@H]2C[C@H](O)[C@@H](CNCc3cc(Cl)ccc3OCc3ccc(Cl)cc3)O2)c(=O)[nH]c1=O	-0.4%	.	-13.5	.	-2.4%	.	1.4%	8.1%	.
CCOC(=O)[C@@H]1[C@H]2COc3ccccc3[C@H]2N2C(=O)N(c3cccc(F)c3)C(=O)[C@]12C	-3.4%	-8.2%	-2.5	7.4	1.5%	-0.9	-3.7%	6.8%	-6.4%
CC1CCC(NC(=O)C(NC(=O)c2ccccc2)C(C)C)CC1 (configuration not stated)	-3.0%	7.2%	0.1	-15.5	1.0%	1.1	0.4%	-26.4%	31.2%
NC(=O)c1nsc(C(=O)N(c2ccccc2)C(C(=O)NCC2CCCO2)c2ccc3ncccc3c2)c1N (configuration not stated)	1.1%	-6.0%	0.0	19.2	7.4%	-0.8	-4.0%	-24.9%	-14.7%
CCOC(=O)c1c(O)cc(C)cc1Nc1ccccc1	-3.9%	-1.3%	9.5	32.2*	-8.5%	2.4	2.0%	?	-13.9%
CCOC(=O)N1CCN(S(=O)(=O)N2CCCC(C(=O)NC(C)c3ccccc3)C2)CC1 (configuration not stated)	-6.1%	-4.2%	-4.1	-20.4	-2.5%	0.5	-3.5%	0.4%	20.3%[56.9 µM]
CCOc1ccc(N2C(=O)S/C(=C\c3ccc(O)c(OC)c3)C2=O)cc1	-2.1%	7.2%	-11.4	-16.2	?	3.0	-16.2%	14.6%	27.9%
CCCCn1c(=O)n(CC(=O)Nc2c(CC)cccc2CC)c(=O)c2c1nc(CO)n2CCC	-7.0%	-2.2%	-0.7	-1.1	-6.2%	0.6	-2.6%	164.9%[activator]	2.6%
CC(C)CC(c1nnnn1C1CCCC1)N1CCN(c2ccccc2F)CC1 (configuration not stated)	-4.0%	0.3%	-4.9	-8.8	0.9%	-0.4	-5.1%	?	-14.2%
O=C(c1ccc(S(=O)(=O)N2CCCC2)cc1)N1CCCCCC1	3.7%	-7.0%	-1.6	10.3	1.4%	0.3	-0.8%	-12.4%	-0.3%
COc1ccc(OC)c(C2C(C(=O)Nc3ccc(F)cc3)=C(C)Nc3nc(CCCO)nn32)c1 (configuration not stated)	-3.4%	-2.0%	5.4	-8.7	3.9%	0.1	0.3%	441.8%[activator]	-0.1%
COc1cccc(C=NNC(=O)CCCC(=O)NN=Cc2cccc(OC)c2)c1	-1.8%	.	-15.4	.	5.5%	.	-3.3%	8.6%	-16.2%
Cc1nn(-c2ccccc2)c(Cl)c1C(=O)NNC(=O)c1ccncc1	-1.1%	-5.5%	0.0	7.3	0.3%	0.2	-1.3%	0.0%	-4.6%

High-throughput results: PubChem BioAssay, National Center for Advancing Translational Sciences (NCATS)
